TEAD-YAP block = TEAD-YAP interaction inhibition | HEK-TIYL cells, TEAD-Gal4/YAP UAS-luciferase luminescence | AID 1259422 | 1.4% of 640,000 active | inhibition, % at 9.12 µM; in the data active = inhibition above about 32%;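 note: 0% = median of test compound wells and 100% = reference inhibitor wells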
MITF primary = blocks human microphthalmia-associated transcription factor | AlphaScreen MITF homodimerization, bead proximity signal | inhibition, % at 2.6 µM | 0.91% of 650,000 active | AID 1259374; in the data active = inhibition above about 50%;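 note: 0% = vehicle wells with protein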
FBW7 act = human FBW7 E3 ligase activation, primary screen; AlphaScreen FBW7–phospho-cyclin E peptide binding, activator screen; Q969H0; AID 1259310; 0.13% of 650,000 active; normalized activity (activation), % at 26.1 µM; in the data active = normalized activity above about 1.9%;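 note: purified mutant Fbw7 with reduced substrate affinity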
Target sequence (Q969H0 whole entry, looked up): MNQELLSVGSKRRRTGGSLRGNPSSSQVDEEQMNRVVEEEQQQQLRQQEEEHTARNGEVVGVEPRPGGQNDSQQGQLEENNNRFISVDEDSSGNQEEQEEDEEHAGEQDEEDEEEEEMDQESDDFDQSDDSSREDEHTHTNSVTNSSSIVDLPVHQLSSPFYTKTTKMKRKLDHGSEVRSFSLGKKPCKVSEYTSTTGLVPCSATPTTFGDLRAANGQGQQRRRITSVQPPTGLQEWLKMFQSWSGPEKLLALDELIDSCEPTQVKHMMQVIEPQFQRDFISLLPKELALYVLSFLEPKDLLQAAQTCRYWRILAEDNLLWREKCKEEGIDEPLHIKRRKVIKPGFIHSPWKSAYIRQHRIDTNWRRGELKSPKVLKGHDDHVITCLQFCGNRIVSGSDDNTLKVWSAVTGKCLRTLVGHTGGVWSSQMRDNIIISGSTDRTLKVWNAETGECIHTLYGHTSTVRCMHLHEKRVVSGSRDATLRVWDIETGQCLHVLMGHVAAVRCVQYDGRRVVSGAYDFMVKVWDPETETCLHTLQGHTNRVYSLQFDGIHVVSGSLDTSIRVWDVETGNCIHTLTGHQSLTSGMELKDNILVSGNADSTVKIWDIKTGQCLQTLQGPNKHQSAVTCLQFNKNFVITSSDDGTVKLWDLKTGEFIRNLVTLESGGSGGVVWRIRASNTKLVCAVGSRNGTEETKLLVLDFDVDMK
GPR151 activ = human GPR151 activation | Q8TDV0 | PathHunter beta-arrestin GPR151 cells, luminescence | activation, % at 11.2 µM | 1% of 650,000 active; in the data active = activation above about 4.9%;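 note: 0% = median of compound wells and 100% = cells with positive control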
* marks the source's active call; other numbers are inactive results. Compounds as they come; about 3.5% have a hit in one of these screens.

Order of results – TEAD-YAP block	MITF primary	FBW7 act	GPR151 activ
Cc1ccccc1C(=O)Cc1ccc(C(N)=O)cc1
  -53	5	-0.2	-1.9
COc1ccc(N(CC(=O)Nc2ccc(F)c(Cl)c2)S(C)(=O)=O)cc1OC
  9	7	0.3	1.1
CC(C)C(=O)N1CCC(n2nnc3ccccc3c2=O)CC1
  -3	1	0.0	-1.4
CC(=O)c1cccc(NC(=O)CCN2C(=O)C3C4CCC(C4)C3C2=O)c1 (centres undefined)
  3	5	-0.1	-1.0
Cc1nc(-c2ccccc2)[nH]c(=O)c1CC(=O)OC(C)C
  -8	2	-0.1	0.2
CCOC(=O)CSc1nc2ccsc2c(=O)n1CCCC(=O)NCc1ccc2c(c1)OCO2
  9	8	0.1	-0.2
O=C(c1nc2ccccn2c1CNCCN1CCCCC1CO)N1CCCC1 (centres undefined)
  -1	-7	-0.1	-0.8
O=C1CC(=O)Nc2cc(S(=O)(=O)NCc3ccccc3)ccc2N1
  0	2	0.3	-0.4
COC(=O)c1c(NC(=O)COc2ccccc2Br)sc2c1CCCC2
  4	-5	0.0	0.5
O=C(COC(=O)c1c(F)cccc1F)NC(=O)NC1CCCC1
  11	-1	0.1	-0.5
COc1ccccc1Nc1nc(-c2sc(NC(=O)c3ccccc3)nc2C)cs1
  -3	5	-0.1	-1.4
CC(=O)c1ccc(NC(=O)COC(=O)c2ccccc2C(F)(F)F)cc1
  -50	-9	0.0	-1.8
CCC(C)NS(=O)(=O)c1cc(Br)cc2c1N(C(C)=O)CC2 (centres undefined)
  3	-17	0.2	-0.4
Cc1nn2c(=O)/c(=C/c3ccc(Cl)cc3Cl)sc2nc1=O
  1	-2	-0.1	1.0
Clc1ccccc1Cn1nnc2c(NCC3CC3)ncnc21
  -4	-6	-0.1	2.5
CCn1c(=O)c2cc(C(=O)Nc3ccsc3C(=O)OC)sc2c2ccccc21
  9	7	0.2	4.3
CCOC(=O)n1c(SCC(=O)N(CC)CC)nc2ccccc21
  -13	10	0.3	0.2
CCOC(=O)C1=CN(c2ccc(OCC)cc2)C=C(C(=O)OCC)C1c1ccc(OC(F)(F)F)cc1
  6	-8	0.2	-1.3
CC(C)c1ccc(N(CC(=O)O)S(=O)(=O)c2ccc3[nH]c(=O)c(=O)[nH]c3c2)cc1
  9	10	1.1	4.6
Fc1cc(Br)ccc1Nc1nc2ccccc2n2nnnc12
  -17	8	0.1	-2.1
CC(C)(C)c1ccc(C(=O)Nc2ccc(NC(=O)CCCl)cc2)cc1
  1	5	0.3	-0.8
CCCCCOc1ccc(NC(=O)c2cc3ccccc3oc2=O)cc1
  -25	10	1.6	0.1
O=C1CCCc2c1cc(C(=O)NCc1ccccc1)c(=O)n2-c1ccccc1
  0	9	-0.1	-0.7
NS(=O)(=O)c1ccc(NC(=O)CCCN2C(=O)c3ccccc3C2=O)cc1
  14	12	0.2	-1.3
COc1ccc(Nc2ncc(C(=O)N3CCN(C)CC3)c3ccccc23)cc1
  -19	-9	-0.1	0.0
COc1cc(/C=N/Nc2oc(C(C)C)nc2C#N)ccc1O
  -17	10	0.1	2.5
CC(C)(C)NC(=O)C(c1ccccn1)N(C(=O)c1ccc(Cl)nc1)C1CCCC1 (centres undefined)
  -14	9	0.2	0.9
CCOC(=O)c1cc(-c2ccccc2)sc1NC(=O)COc1ccccc1[N+](=O)[O-]
  4	-9	-0.1	1.2
O=C(CN1C(=O)C(=O)N(Cc2ccccc2)C1=O)Nc1ccc(OC(F)(F)F)cc1
  2	13	0.1	1.7
O=C1C2C(C(=O)N1C13CC4CC(CC(C4)C1)C3)C1C=CC2C12CC2 (centres undefined)
  1	-7	0.1	-0.6

Following part:
Order of results – TEAD-YAP block	MITF primary	FBW7 act	GPR151 activ
Cc1cccc(NC(=O)c2c[nH]c3c(Cl)cccc3c2=O)n1
  -37	-1	-0.1	1.4
COc1ccc(CNC(=O)CCCCCn2c(=O)[nH]c3ccccc3c2=O)cc1
  -3	-6	-0.3	-0.2
CCc1ccc(C(=O)CSc2cc(C)nc3nc(C)nn23)cc1
  -19	20	-0.3	0.3
COc1ccc(C(=O)n2nc(N)c3cc4cc(OC)ccc4nc32)cc1
  44*	-2	0.1	-0.8
O=C(Nc1cccc(F)c1)/C(=C/c1cccnc1)NC(=O)c1cccc(Br)c1
  4	19	0.7	-0.2
Nc1ccccc1SC1CC(=O)N(Cc2ccccc2)C1=O (centres undefined)
  -24	13	0.3	7.1*
Cc1ccc(C(=O)NCC(=O)OCC(=O)c2ccccc2)cc1
  5	-15	0.0	-0.1
O=C(N/N=C/c1ccc(Cl)c([N+](=O)[O-])c1)c1cccc(F)c1
  -21	10	-0.2	-0.1
O=C(CNC(=S)N(Cc1ccccc1)Cc1ccccc1F)NCCc1ccc(Cl)cc1
  -3	6	0.1	-0.1
COc1ccccc1CC(=O)Nc1ccccc1C(=O)NC(C)(C)C
  6	0	0.1	2.2
Cc1ccc(-c2n[nH]c(=S)n2/N=C/c2ccc(O)c(O)c2O)cc1
  0	26	-0.4	-0.8
Cc1cc(C)n2nc(C(=O)OCC(=O)Nc3ccccc3C(C)(C)C)nc2n1
  -2	16	0.3	-2.6
O=C1OC(c2ccc(F)cc2)=C/C1=C/c1cccc(Br)c1
  5	3	0.0	3.2
CS(=O)(=O)Nc1ccc(-c2nnc(SCC(=O)Nc3ccccc3F)o2)cc1
  37*	6	0.1	0.1
O=S1(=O)C=CC(Nc2ncnc3sc4c(c23)CCC4)C1 (centres undefined)
  1	-6	-0.1	-1.4
CCC(CC)c1nnc(NC(C)=O)s1
  -8	-14	0.5	-1.2
CCC(=O)N1c2ccc(S(=O)(=O)N3CCOCC3)cc2CC1C (centres undefined)
  3	5	0.2	0.5
Cc1ccc(C2=N/C(=C\c3ccc(Cl)c(Cl)c3)C(=O)O2)cc1
  8	7	0.2	-0.4
CCc1cccc(NC(=O)N2CCN(c3cc(-n4ccnc4)nc(C)n3)CC2)c1
  7	6	0.4	-1.2
COc1cccc(C2CC(c3cccc(OC)c3OC)n3ncnc3N2)c1 (centres undefined)
  -5	-2	-0.1	-0.3
O=C(Cn1nc(-c2ccc(Cl)cc2)ccc1=O)NC1CCCC1
  -5	20	0.7	-1.0
CCc1ccc(NC(=O)C(C)OC(=O)c2ccc([N+](=O)[O-])o2)cc1 (centres undefined)
  10	-14	-0.1	-1.3
COc1ccc(C2=NC3(CCN(C(C)C)CC3)NC(c3ccccc3O)C2)cc1 (centres undefined)
  -72	-6	-0.2	-0.1
CN(CCc1cnn(C)c1)C(=O)CC1C(=O)NCCN1Cc1ccc(-c2ccccc2)cc1 (centres undefined)
  9	-12	-0.1	-0.1
CCCCC(=O)N1CCN(c2nccn2CC)CC1
  0	11	0.3	0.3
Cc1cccc(NC(=O)/C=C/c2cccc([N+](=O)[O-])c2)c1
  -30	15	0.2	0.0
COc1cc(C)nc(N(NN)S(=O)(=O)c2ccccc2)n1
  1	4	-0.3	3.5
O=C(/C=C/c1cccc([N+](=O)[O-])c1)Nc1ccc(S(=O)(=O)NC2=NCCCCC2)cc1
  8	-2	-0.2	0.8
Cc1ccc2c(c1)N(C(C)C(=O)NCc1ccccc1Cl)C(=O)CO2 (centres undefined)
  -2	2	-0.1	0.5
N#Cc1cnc(-c2ccccc2O)[nH]c1=O
  -7	21	0.5	-2.8

Next part.
Order of results – TEAD-YAP block	MITF primary	FBW7 act	GPR151 activ
CCCCn1c(=N)n(CC(O)c2ccc(Cl)cc2)c2ccccc21 (centres undefined)
  6	1	0.0	2.8
Fc1ccc(-c2csc3ncnc(NC4CC4)c23)cc1
  18	11	0.1	2.0
CCN(CC)S(=O)(=O)c1ccc(O)c(N=Cc2ccsc2)c1
  6	-6	-0.2	0.0
O=[N+]([O-])c1cc(C(F)(F)F)cc([N+](=O)[O-])c1N1CCCCC1
  -2	-4	-0.2	2.5
O=C(NC1CCSC1=O)C1CN(C(=O)c2ccc(F)c(F)c2)C1 (centres undefined)
  1	-1	0.1	8.2*
Cc1[nH]c(=O)[nH]c(=O)c1S(=O)(=O)Nc1ccc(Cc2ccncc2)cc1
  6	13	0.0	1.2
CCCCCN1C(C(=O)c2ccccc2)=C(NC(C)=O)c2ccccc2S1(=O)=O
  13	12	-0.1	0.6
COc1ccc(NC(=O)C2OC3OC(C)(C)OC3C3OC(C)(C)OC23)c(OC)c1 (centres undefined)
  2	-6	-0.1	1.2
CCCOC(=O)C1=C(C)NC2=C(C(=O)CC(c3ccc(OC)c(OC)c3)C2)C1c1ccc(OC)cc1OC (centres undefined)
  11	12	0.1	-1.3
OC(C#CCN1CCCCCC1)(c1ccccc1)c1cccc(F)c1 (centres undefined)
  -3	2	-0.1	0.8
CSc1ccc(S(=O)(=O)Nc2ccc(I)cc2C)cc1
  -6	12	0.1	2.4
CC(=O)c1ccc2c(c1)CC(c1nc3ccc(-c4ccnc(N)n4)cc3[nH]1)CO2 (centres undefined)
  6	16	0.6	0.1
Cc1nc2ccc(Cl)cc2c(-c2ccccc2)c1C1=NN(C(=O)CCC(=O)O)C(c2cccc(Br)c2)C1 (centres undefined)
  -1	0	-0.1	-0.1
Cc1c(CCC(C)C)c(NCCN(C)C)n2c(nc3ccccc32)c1C#N
  -24	0	0.0	0.4
Cc1ccc(CNC(=O)c2cc(C)nn2-c2ccccc2)cc1
  -4	10	0.3	1.0
CCN1C(=O)C(CC(=O)Nc2ccccc2C)S/C1=N/S(=O)(=O)c1ccc(F)cc1 (centres undefined)
  5	3	-0.1	1.4
Brc1ccccc1-c1nnc2sc(-c3ccco3)nn12
  6	-9	0.0	0.0
CCCC(=O)Nc1nnc(S(=O)(=O)N(C)c2ccccc2)s1
  -1	-4	0.1	1.0
Cc1ccc(O)c(CNc2cccc3cccnc23)c1
  7	-4	-1.2	-1.0
CCOC(=O)N1CCN(C(=O)c2sc3ncnc(N4CCN(c5ccccc5OC)CC4)c3c2C)CC1
  9	16	0.0	-0.3
CCOC(=O)COc1ccc(S(=O)(=O)Nc2cc(C)cc(C)c2)cc1
  5	-17	0.0	1.1
Cc1nc([N+](=O)[O-])cn1-c1cccc(O)c1
  -3	16	0.0	-0.2
Cc1nc2nc(NCc3cccc(Br)c3)nn2c(C)c1Cl
  2	-10	-0.2	-0.5
Cc1cc(C)nc(NC(=O)c2ccc([N+](=O)[O-])c(C)c2)n1
  0	25	0.0	-2.8
COc1ccc(-c2csc(Nc3ccc(S(N)(=O)=O)cc3)n2)cc1
  -2	-1	-0.1	0.9
Cc1nnc(Sc2cc(C(=O)NCC3CCCO3)c3ccccc3n2)s1 (centres undefined)
  -2	-2	-0.2	1.4
COc1ccc(C(=O)N2CCN(Cc3ccccc3C)CC2)cc1
  -7	50	-0.2	0.8
COc1cccc2cc(-c3nc(N)sc3C)c(=O)oc12
  -27	-3	-0.1	-2.7
CC(C)OC(=O)C(C(=O)C(F)(F)F)c1cc(NS(=O)(=O)c2ccc3c4c(cccc24)C(=O)N3)c2ccccc2c1O (centres undefined)
  8	3	-0.2	-0.2
Cc1ccc(-c2nc3ccccc3o2)cc1NCc1cc(Cc2ccccc2)ccc1O
  -7	4	0.0	-1.2

The results go on.
Order of results – TEAD-YAP block	MITF primary	FBW7 act	GPR151 activ
Cc1cc(NC(=O)c2cccc(Oc3ccccc3)c2)n(C(C)C)n1
  -10	3	0.1	0.3
COc1ccc(NC(=S)NCC(c2ccco2)N2CCCC2)cc1 (centres undefined)
  2	6	-0.1	-1.0
Cc1ccc(CNC(=O)C2(C)Oc3ccccc3NC2=O)cc1 (centres undefined)
  -2	22	-0.1	0.0
COc1ccc(C2Nc3ccccc3NC3=C2C(=O)CC(c2cccs2)C3)cc1 (centres undefined)
  4	8	0.0	0.7
Fc1ccccc1CCNc1nnnn1-c1ccccc1
  -12	-6	-0.1	-0.2
N/C(=N\OC(=O)c1ccccc1I)c1ccccn1
  -27	-14	0.0	-5.4
CCCCN(CC)C(=O)c1cccc([N+](=O)[O-])c1C
  0	4	-0.2	-0.5
CCS(=O)(=O)N1CCC(c2nc(C)ncc2-c2cc(C)no2)CC1
  1	0	0.0	-0.8
O=C(/C=C/c1cccnc1)c1ccccc1O
  -12	17	0.1	-0.4
CCc1cc(OCCCN2CCN(CC)CC2)ccc1Cl
  7	67*	-0.2	-0.3
Clc1ccc(-c2nnc(Nc3nc4cc5c(cc4s3)OCO5)o2)cc1
  -5	-5	-0.1	1.3

Already shown: an excerpt of the list.
Order of results – TEAD-YAP block	MITF primary	FBW7 act	GPR151 activ
CCS(=O)(=O)N1CCC(c2nc(C)ncc2-c2cc(C)no2)CC1
  1	0	0.0	-0.8
O=C(/C=C/c1cccnc1)c1ccccc1O
  -12	17	0.1	-0.4
CCc1cc(OCCCN2CCN(CC)CC2)ccc1Cl
  7	67*	-0.2	-0.3
Clc1ccc(-c2nnc(Nc3nc4cc5c(cc4s3)OCO5)o2)cc1
  -5	-5	-0.1	1.3

Only GPR151 activ, for some of the entries so far:
SMILES	GPR151 activ
Clc1ccc(-c2nnc(Nc3nc4cc5c(cc4s3)OCO5)o2)cc1	1.3
Cc1ccc(CNC(=O)C2(C)Oc3ccccc3NC2=O)cc1 (centres undefined)	0.0
Fc1ccccc1CCNc1nnnn1-c1ccccc1	-0.2

Bioassay records: PubChem, The Scripps Research Institute Molecular Screening Center
